HEK293 cAMP cs – qHTS Assay for Agonists of the Thyroid Stimulating Hormone Receptor: Activators of Intracellular cAMP Concentrations in Parental HEK 293 | parental HEK293 CNG cAMP sensor, membrane potential fluorescence | Potency, µM (doses to about 57.1 µM), inactives show top-dose activation, most hits filed as activators | hit rate 2.5% among 73,000 | AID 938, 2007; further: potency means the concentration at half of the fitted maximal effect; % of control where 0% means no effect; nearly all actives have a fitted effect of over 55% in size
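Parental HEK 293 cells stably expressing a modified CNG channel (no TSHR) report cAMP rise as membrane depolarization. Membrane potential dye with 100 uM RO 20-1724 was loaded for 60 min at room temperature, then compound added for 30 min; fluorescence read at 590 nm.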
Luciferase inh – qHTS Assay for Inhibitors of Firefly Luciferase; Potency, µM (titrated, usually from 57.1 µM), for inactives: at the top dose activity change, negative = inhibition, usual class: inhibitors; hit rate 2.2% among 72,000; Luciferin 4-monooxygenase (Photinus pyralis), P08659; purified firefly luciferase, luminescence, 8 min; further: potency means the concentration at half of the fitted maximal effect; on the % scale 0 is the no-effect control and ±100 the full control effect; nearly all actives have a fitted effect of over 40% in size
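Substrate buffer containing 10 uM ATP (pH 7.2 imidazole, Mg2+, KCl, detergent, BSA) is dispensed, compound pinned in, then luciferase/luciferin detector mix added. After 8 min at ambient temperature, light output is measured.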
Casp1 inh – qHTS Assay for Allosteric/Competitive Inhibitors of Caspase-1. P29466. Caspase-1 enzyme, Ac-WEHD-AFC fluorogenic rate. Potency, µM (titrated, usually from 57.5 µM), for the others: at the top dose activity change, negative = inhibition, actives largely listed as inhibitors. hit rate 0.03% among 75,000;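 further: potency means the concentration at half of the fitted maximal effect; plate controls were vehicle for no effect and no substrate for full effect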
BRCT PPI green – qHTS Assay for Inhibitors of BRCT-Phosphoprotein Interaction (Green Fluorophore); Breast cancer type 1 susceptibility protein (Homo sapiens), P38398; BRCA1 BRCT-phosphopeptide binding, green fluorescence polarization; Potency, µM (highest dose often 76.9 µM), for inactives: top-dose activity change, negative = inhibition, most hits filed as inhibitors; hit rate 0.05% among 75,000; AID 875, 2007;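 further: potency means the concentration at half of the fitted maximal effect; plate controls were peptide without protein for full effect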
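Compounds were incubated for 12 min at room temperature with a complex of 100 nM fluorescein-tagged pBACH1 decapeptide and 250 nM His-tagged BRCT protein. Buffer was phosphate pH 7.3 with EDTA, DTT and Tween 20. Disruption of binding lowers the polarization signal.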
BRCT PPI red – qHTS Assay for Inhibitors of BRCT-Phosphoprotein Interaction (Red Fluorophore); Breast cancer type 1 susceptibility protein (Homo sapiens), P38398; Potency, µM (highest dose often 76.9 µM), for the others: at the top dose activity change, negative = inhibition, usual class: inhibitors; BRCT-phosphopeptide binding, red fluorescence polarization; hit rate 0.03% among 75,000; further: on the % scale 0 is the no-effect control and ±100 the full control effect
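Rhodamine-labelled pBACH1 10-mer (100 nM) bound to BRCT domain (100 nM) at pH 7.3; compounds incubated 12 min room temperature, polarization read. Free peptide defines full inhibition; unlabelled decapeptide titrated as control.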
USP2a inhib – qHTS Assay for Inhibitors of Ubiquitin-specific Protease USP2a. Ubiquitin carboxyl-terminal hydrolase 2 (Homo sapiens), O75604. USP2a enzymatic assay, qHTS inhibition. Potency, µM (top dose mostly 38.3 µM), for inactives: at the highest dose activity change, negative = inhibition, hits mostly inhibitors. hit rate 0.1% among 60,000;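 further: potency means the concentration at half of the fitted maximal effect; nearly all actives have a fitted effect of over 60% in size; plate controls were DMSO for no effect and NEM full inhibition control for full effect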
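USP2 core (20 nM final) was preincubated with compound for 30 min at RT in 20 mM Tris-HCl pH 8.0, 2 mM CaCl2, 2 mM beta-mercaptoethanol; Ub-PLA2 (20 nM) plus NBD C6-HPC (20 uM) then added, fluorescence read after 2.5 h.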
Caspase-7 inhib – qHTS Assay for Allosteric/Competitive Inhibitors of Caspase-7; P55210; hit rate 0.02% among 75,000; recombinant caspase-7, Ac-DEVD-AFC fluorescence rate; Potency, µM (top dose mostly 57.5 µM), for the others: at the highest dose activity change, negative = inhibition, actives largely listed as inhibitors; AID 889, 2007; active means well fitted inhibition curve with a large enough effect in the main read-out, with a control signal flat, not every such curve was filed as active; inconclusive means small, poorly fitted or top-dose-only effect, or a change in a side signal; further: potency means the concentration at half of the fitted maximal effect; % of control where 0% means no effect
Tau fil binding – qHTS Assay for Tau Filament Binding | hit rate 2% among 71,000 | recombinant tau filaments, thioflavin S fluorescence, 15 h; filaments grown with octadecylsulfate alongside compound | Potency, µM (doses to about 57.1 µM), inactives show at the highest dose activity change, negative = inhibition | Microtubule-associated protein tau (Homo sapiens), P10636 | AID 596, 2007;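 further: potency means the concentration at half of the fitted maximal effect; on the % scale 0 is the no-effect control and ±100 the full control effect; actives lower thioflavin S fluorescence by blocking filaments or displacing dye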
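Assay mix: 1 uM His-tagged tau, 30 uM sodium octadecylsulfate, thioflavine S dye in HEPES/NaCl/DTT buffer. Compound is added prior to the inducer. Fluorescence after 15 h at 37 C.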
A350 autofl – qHTS Assay for Spectroscopic Profiling in A350 Spectral Region; max dye-equivalent concentration, M; Compound autofluorescence, 340/450 nm, Alexa 350 dye-equivalents; active compounds read high; hit rate 11% among 59,000; AID 590, 2007; in the data active means max dye-equivalent concentration above about 10 nM; inconclusive means mostly about 1.1 nM to 9.6 nM
CRE-bla Fsk – Cell signaling CRE-BLA (Fsk stim); Potency, µM (series often up to 38.2 µM), inactives show top-dose activity change, negative = inhibition, most hits filed as activators; CHO CRE-bla reporter (cAMP response element driving beta-lactamase), forskolin EC10, beta-lactamase ratio; hit rate 2.5% among 71,000; active means well fitted activation curve with a large enough effect in the signal ratio, with a control signal flat, not every such curve was filed as active; inconclusive means small, poorly fitted or top-dose-only effect, or effect the other way, or a change in a side signal; the % refers to the signal ratio; further: potency means the concentration at half of the fitted maximal effect; % of control where 0% means no effect
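Using CellSensor CRE-bla CHO cells in Opti-MEM with 0.5% dialyzed FBS, compounds were titrated with EC10 NKH 477 for 3 h at 37 °C. CCF4 ratio (460/530 nm) gave %Activity; AC50 derived.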
ERK AVP inh – qHTS Assay for Inhibitors of the ERK Signaling Pathway using a Homogeneous Screening Assay. hit rate 0.99% among 72,000. HEK293-V1b, vasopressin-stimulated pERK AlphaScreen. AID 995, 2007. Potency, µM (highest dose often 57.5 µM), for the others: at the top dose activity, negative = inhibition, actives largely listed as inhibitors; further: potency means the concentration at half of the fitted maximal effect; on the % scale 0 is the no-effect control and ±100 the full control effect; nearly all actives have a fitted effect of over 55% in size
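HEK293 cells stably expressing V1b receptor, preincubated 30 min at 37 °C with compound, then stimulated 5 min with 25 nM vasopressin. Phospho-ERK by AlphaScreen SureFire after 5 h RT; normalized to DMSO and vasopressin; AC50 by Hill fit.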
The depositor's hits bear a star; i = inactive; ? = inconclusive; . = not tested or not shown; [ ] = another dose, or the depositor's remark. Unless noted, the call rests on the fitted dose curve; in most records, active means well fitted curve in the direction sought with a large enough effect; inconclusive means small, poorly fitted or top-dose-only effect, or another doubt; inactive means no such curve, though single readings can be large; an effect the other way counts as inactive or inconclusive.

SMILES	HEK293 cAMP cs	Luciferase inh	Casp1 inh	BRCT PPI green	BRCT PPI red	USP2a inhib	Caspase-7 inhib	Tau fil binding	A350 autofl	CRE-bla Fsk	ERK AVP inh
Cc1ccc2c(c1)c(C)cc(=O)n2CCC(=O)O	0%	0%	-1%	-1.8%	-0.5%	-10%	8%	6%	?	-10%	30%
CCCN(CCC)C(=O)Cn1ccc(=N)c2ccccc21	3%	1%	0%	0.2%	-0.1%	2%	-1%	-10%	i	-1%	-2%
Cc1c(C(=O)NCc2ccc3c(c2)OCO3)oc2ccccc12	25µM*	1%	-3%	2.0%	0.4%	-5%	-4%	12%	.	?	30%[activator]
COc1cc(C(=O)Nc2cc(Cl)ccc2C)c(-n2cnnn2)cc1OC	-1%	-1%	-1%	-1.0%	0.3%	30%	0%	-2%	i	3%	-17%
CC1CCCN(c2nc3c(c(=O)[nH]c(=O)n3C)n2CCSc2ncccn2)C1 (stereo unspecified)	6%	0%	-1%	-0.9%	-0.5%	.	2%	-12%	.	13%	.
Clc1ccc(CSc2ncnc3c2ncn3[C@@H]2CCCCO2)cc1	?	2%[11.4 µM]	4%[11.5 µM]	0.8%[15.4 µM]	2.1%[15.4 µM]	.	-3%[11.5 µM]	5%[11.4 µM]	i	21%[7.6 µM]	1%[11.5 µM]
COc1ccc(-c2cnnn2-c2ccc(NC(=O)c3ccco3)cc2)cc1OC	?	0%	0%	0.7%	-0.1%	29%	0%	-26%	?	3.2µM*	16µM*
COc1ccc(C)cc1NC(=O)c1ccc(N(C)S(C)(=O)=O)cc1	-1%	-1%	0%	-0.1%	0.9%	10%	0%	-13%	i	15%	-18%
CCc1ccccc1N1C(=O)C2CC(C)=C(C)CC2C1=O (stereo unspecified)	4%	3%	-2%	0.1%	-0.9%	5%	-1%	-5%	.	0%	-11%
COc1ccc(NC(=O)C2CCN(S(=O)(=O)c3ccc(OC)c(OC)c3)CC2)c(OC)c1	3%[11.4 µM]	-1%	-1%	-1.0%	0.9%	17%[7.66 µM]	2%	6%[11.4 µM]	.	?	-21%
O=C(CCCCC(=O)N1CCN(c2ccccc2)CC1)N1CCN(c2ccccc2)CC1	7%[11.4 µM]	2%	-2%	-4.5%	-0.4%	1%[7.66 µM]	-2%	-10%[11.4 µM]	.	?	-16%
Cc1cc(C)nc(SCC(=O)Nc2cc(C)on2)n1	-2%	1%	3%	-0.7%	-0.6%	-4%	1%	-13%	.	20%	-4%
CCOc1ccc(-c2cc(C(=O)NCCCN3CCN(CC)CC3)c3ccccc3n2)cc1	23%	13µM*	-3%	0.5%	-0.2%	24%	-1%	10%	2.9e-07M*	?	-10%
COC(=O)c1sc(NC(=O)COc2ccccc2)nc1C	?	-8%	3%	-1.5%	-0.6%	6%	-1%	-3%	?	14%	-9%
CCCCCCCCCCCCCCCCCC(=O)O[C@H](CC(=O)O)C[N+](C)(C)C	?	-3%	1%	-4.0%	-1.7%	25%	-1%	22%	i	?	?
COc1ccc(N2CCN(c3nc(=S)n(-c4ccccc4)c(C)c3C(C)=O)CC2)cc1	-6%	-3%	-10%	29%	-2.8%	36%[activator]	-30%	5µM*	i	-4%	?
CCOC(=O)c1cccc(NC(=O)CSc2nnc(COc3ccccc3)n2CC)c1	24%	1%	-3%	0.3%	-1.4%	6%	-3%	7%	i	-11%	?
CC1CN(Cc2nc3c(c(=O)[nH]c(=O)n3C)n2CCCc2ccccc2)CC(C)O1 (stereo unspecified)	5%	-1%	3%	0.5%	-1.0%	10%	-1%	-1%	i	?	10%
Cc1cc2nnc(SC(C)C#N)n2c2ccccc12 (stereo unspecified)	10%	-1%	0%	0.0%	0.0%	2%	-1%	4%	?	?	-18%
CCn1c(NC(=O)c2cccs2)c(-c2cccs2)c(=O)c2ccccc21	-1%	0%	1%	0.3%	-0.5%	1%	0%	-2%	i	-19%	-19%
CCOC(=O)N1CCC(N(CCOC)C(=O)Nc2ccc(Cl)c(Cl)c2)CC1	23%	-2%	-2%	1.9%	-0.1%	28%	-1%	-8%	i	-21%	-16%
COc1ccc2nc(N3CCCC3)[nH]c2c1	3%	-5%	-1%	-2.9%	0.8%	3%	0%	8%	i	-5%	-5%
Cc1cccc(CC(=O)Nc2cc(=O)n(C)c(=O)n2C)c1	4%	2%	-3%	0.5%	-0.9%	.	1%	-5%	.	-6%	.
CCc1noc(C)c1C(=O)N1CCOCC1	15%	3%	1%	-2.1%	-0.7%	-3%	-2%	-7%	i	-2%	35%
c1coc(CNc2nc(-c3ccncc3)cs2)c1	-1%	-20%	-2%	-1.6%	1.4%	-2%	-1%	-7%	i	?	?
COc1ccc(C2CC(C(F)(F)F)n3nc(C(=O)NCCN4CCOCC4)cc3N2)cc1 (stereo unspecified)	9%	1%	0%	-4.1%	-0.6%	-1%	-1%	4%	i	-2%	-27%
CCNc1oc(COc2cccc(C)c2)nc1C#N	?	-6%	0%	0.0%	0.3%	4%	3%	-2%	i	3%	-8%
O=C(NCc1cccs1)C1CCCN(S(=O)(=O)c2cnc[nH]2)C1 (stereo unspecified)	4%	0%	3%	-0.4%	1.5%	.	-1%	2%	.	-5%	-6%
CCOC(=O)C1C(=O)Nc2nc(C)nn2C1c1ccccc1 (stereo unspecified)	-1%	2%	-2%	-1.7%	-2.0%	-4%	0%	3%	?	-7%	0%
Cc1cc(C)c(C#N)c(SCC(=O)Nc2ccccc2C(N)=O)n1	6%	-14%	-3%	-0.9%	-0.7%	.	1%	3%	i	?	-28%
CCCn1c(C)nc2c(NCCO)nc(C)nc21	13%	.	1%	-4.4%	-0.1%	.	-1%	-13%	.	?	-6%
O=C(Nc1ccc(N2CCCC2=O)cc1)c1cccc(F)c1	0%	-13%	0%	-3.7%	0.4%	1%	0%	9%	i	4%	-13%
CNC(=O)[C@@]1(Cc2ccccc2)C=C[C@@H](C)N1C(C)=O	-1%	.	-8%	-2.6%	-1.0%	.	-4%	10%	.	-5%	5%
CCOc1cc(NC(=O)C2CC2)c(OCC)cc1NC(=O)c1cccnc1	-6%	-1%	-2%	-1.4%	0.5%	-19%	-2%	-24%	?	2%	-3%
Cc1cc2oc(=O)cc(CN3CCc4ccccc43)c2cc1Cl	?	1%	0%	-0.7%	-2.2%	24%	-4%	-26%	i	-12%	9%
O=C(CN1C(=O)C2CCCN2C(=O)c2ccccc21)Nc1ccccc1-n1cccc1 (stereo unspecified)	5%	1%	1%	-1.5%	0.0%	-3%	8%	2%	?	2%	1%
C[N+](C)(N)Cc1nc(-c2ccc(Cl)cc2)no1	7%[11.4 µM]	-3%[11.4 µM]	1%[11.5 µM]	0.6%[15.4 µM]	-0.4%[15.4 µM]	.	0%[11.5 µM]	9%[11.4 µM]	i	-4%[7.6 µM]	1%[11.5 µM]
O=C(Cc1ccccc1)NCCSCc1ccco1	-2%[11.4 µM]	2%	-1%	-1.2%	-0.6%	4%[7.66 µM]	0%	-5%[11.4 µM]	.	?	-7%
COc1ccc(OCC(=O)NC2CC(C)(C)NC(C)(C)C2)cc1	13%	3%	0%	0.1%	0.0%	.	0%	1%	.	-5%	5%
COCCNC(=O)c1ccccc1-c1nc(-c2ccccc2OC)no1	6%	-10%	2%	-1.0%	-2.1%	11%	-5%	-17%	i	?	-27%
Fc1ccccc1N1CCN(c2ncnc3[nH]ncc23)CC1	-1%	-2%	5%	-3.5%	-2.2%	7%	2%	1%	i	-11%	-19%
Cc1conc1NC(c1cccs1)c1ccc2cccnc2c1O (stereo unspecified)	23%	0%	-1%	1.5%	-0.3%	46%[activator]	-1%	13µM*	1.9e-08M*	?	-23%

Screening results deposited in PubChem BioAssay by National Center for Advancing Translational Sciences (NCATS).
